# Bim-Bcl-2: inhibitors of Bim-Bcl-2 binding, primary screen, biochemical, multiplexed, human Bcl-2 family | Bead-based flow cytometry, Bim peptide-Bcl-2 binding | inhibition, % at 10 µM | hit rate 0.06% among 190,000; in the data active = inhibition above about 40%; inconclusive = no clear call, values can overlap the other calls;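 also: 0% = no compound wells with probe peptide and 100% = reference peptide inhibitor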
# Bcl-B Bim block: inhibitors of Bim-Bcl-B binding, primary screen, biochemical, multiplexed, human Bcl-2 family; Bcl-2-like protein 10 (Homo sapiens), Q9HD36; bead-based flow cytometry, Bim peptide-Bcl-B binding; inhibition, % at 10 µM; hit rate 0.073% among 190,000;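 also: 0% = tracer peptide without compound and 100% = reference inhibitor peptide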
# Bcl-W Bim block: inhibitors of Bim binding to Bcl-W, primary screen, biochemical, multiplexed, bead-based flow cytometry; inhibition, % at 10 µM; Bcl-2-like protein 2 (Homo sapiens), Q92843; Bim peptide-Bcl-W binding; hit rate 0.02% among 190,000;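 also: 0% = bound tracer without compound and 100% = peptide blocker; higher means less fluorescent Bim peptide bound to Bcl-W beads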
# ABCB1 block: ABCB1 efflux pump inhibitors, primary screen, cell-based, multiplex, flow cytometry, ABCG2 counter-screen; ATP-dependent translocase ABCB1 (Homo sapiens), P08183; CCRF-Adr cells, JC-1 efflux; inhibition, % at 6.6 µM; hit rate 0.067% among 190,000; AID 1326, 2008; in the data active = inhibition above about 40%;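 also: 0% = vehicle and 100% = reference inhibitor; higher value means more JC-1 retained so stronger ABCB1 efflux block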
# Target sequence (P08183 whole entry, looked up): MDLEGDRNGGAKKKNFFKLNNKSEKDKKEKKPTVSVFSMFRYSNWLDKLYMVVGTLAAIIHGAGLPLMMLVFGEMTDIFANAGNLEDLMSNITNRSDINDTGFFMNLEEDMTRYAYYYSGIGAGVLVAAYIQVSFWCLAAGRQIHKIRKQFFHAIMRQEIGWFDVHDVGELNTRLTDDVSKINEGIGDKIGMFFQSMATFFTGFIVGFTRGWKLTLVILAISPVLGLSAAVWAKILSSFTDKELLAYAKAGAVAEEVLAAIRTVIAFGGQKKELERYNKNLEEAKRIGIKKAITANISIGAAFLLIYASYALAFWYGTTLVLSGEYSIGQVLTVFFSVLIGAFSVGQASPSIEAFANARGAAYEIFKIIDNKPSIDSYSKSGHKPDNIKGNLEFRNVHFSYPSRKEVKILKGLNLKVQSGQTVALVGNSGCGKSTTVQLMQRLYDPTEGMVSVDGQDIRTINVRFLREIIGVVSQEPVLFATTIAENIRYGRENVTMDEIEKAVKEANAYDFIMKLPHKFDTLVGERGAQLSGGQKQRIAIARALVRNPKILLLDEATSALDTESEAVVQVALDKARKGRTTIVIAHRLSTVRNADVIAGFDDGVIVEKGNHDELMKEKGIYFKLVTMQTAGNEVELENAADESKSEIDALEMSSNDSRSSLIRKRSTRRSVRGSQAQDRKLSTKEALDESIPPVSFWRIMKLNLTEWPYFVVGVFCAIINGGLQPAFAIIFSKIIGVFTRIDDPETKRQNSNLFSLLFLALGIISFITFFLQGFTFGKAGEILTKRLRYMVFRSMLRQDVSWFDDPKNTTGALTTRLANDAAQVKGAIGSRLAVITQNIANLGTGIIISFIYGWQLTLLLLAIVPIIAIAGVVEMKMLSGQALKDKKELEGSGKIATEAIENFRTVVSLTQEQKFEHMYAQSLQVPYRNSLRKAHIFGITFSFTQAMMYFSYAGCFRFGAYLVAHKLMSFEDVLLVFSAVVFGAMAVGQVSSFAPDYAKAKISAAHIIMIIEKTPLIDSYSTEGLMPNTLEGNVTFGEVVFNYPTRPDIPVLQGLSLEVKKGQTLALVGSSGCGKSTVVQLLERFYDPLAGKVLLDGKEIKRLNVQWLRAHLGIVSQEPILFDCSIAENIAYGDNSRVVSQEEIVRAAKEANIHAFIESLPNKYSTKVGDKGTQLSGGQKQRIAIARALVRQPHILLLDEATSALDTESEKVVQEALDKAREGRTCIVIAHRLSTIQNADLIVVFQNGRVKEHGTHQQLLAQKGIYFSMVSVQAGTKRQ
# Bim-Bcl-XL: inhibitors of Bim-Bcl-XL binding, primary screen, biochemical, multiplexed, bead flow cytometry, human Bcl-XL; inhibition, % at 10 µM; Bim peptide-Bcl-XL binding, fluorescence; hit rate 0.04% among 190,000
# Bim-Bfl-1: inhibitors of Bim binding to Bfl-1, primary screen, biochemical, multiplexed, bead-based flow cytometry. Bim-Bfl-1 binding inhibition. inhibition, % at 10 µM. hit rate 0.12% among 190,000. AID 1008, 2008;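 also: 0% = wells without compound plus tracer and 100% = blocker peptide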
# RGS4-Gao reg: modulators of RGS4 binding to Galphao, primary screen, biochemical, multiplexed bead flow cytometry; AID 1415, 2008; binding response (% of control), % at 10 µM; hit rate 0.33% among 220,000; Guanine nucleotide-binding protein G(o) subunit alpha (Homo sapiens), P09471; actives lie on both sides; in the data active = binding response below about 49% or above about 150%; inactive = in between;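 also: fluorescent Galphao activated with aluminum fluoride binding bead-coupled RGS4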
# Bim-Mcl-1: inhibitors of Bim peptide binding to Mcl-1, primary screen, biochemical, bead-based flow cytometry, multiplex; Induced myeloid leukemia cell differentiation protein Mcl-1 (Homo sapiens), Q07820; Bim peptide-Mcl-1 binding; inhibition, % at 10 µM; hit rate 0.1% among 190,000; AID 1009, 2008;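 also: 0% = no compound tracer wells and 100% = peptide blocker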
# RGS7-Gao reg: RGS7-Galphao binding modulators, primary screen, biochemical, multiplexed bead flow cytometry. Guanine nucleotide-binding protein G(o) subunit alpha (Homo sapiens), P09471. actives lie on both sides. binding response (% of control), % at 10 µM. hit rate 0.35% among 220,000. AID 1439, 2008; in the data active = binding response below about 49% or above about 150%; inconclusive = no clear call, values can overlap the other calls; inactive = in between;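 also: fluorescent Galphao held in activated GDP-AlF4 state binding bead-coupled RGS7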
# ABCG2 inh: ABCG2 efflux pump inhibitors, primary screen, multiplex with ABCB1, IgMXP3 cells, flow cytometry | hit rate 0.1% among 190,000 | inhibition, % at 6.6 µM | JC-1 efflux | Broad substrate specificity ATP-binding cassette transporter ABCG2 (Homo sapiens), Q9UNQ0;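 active = inhibition above 80%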;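 also: 0% = DMSO and 100% = nicardipine control wells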
#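 test system = two drug-resistant human cell lines, ABCG2 and ABCB1 | amount = 3 million cells/mL final, two lines in 1:1 ratio | reagent = JC-1 transporter substrate | doses = one concentration, 6.6 µM final | incubation = 10 min at 25 °C | signal = flow cytometric JC-1 green MFI at 530 nm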
# RGS8-Gao reg: RGS8-Galphao binding modulators, primary screen, biochemical, multiplexed bead flow cytometry; Guanine nucleotide-binding protein G(o) subunit alpha (Homo sapiens), P09471; hit rate 0.34% among 220,000; response (percent of control binding), % at 10 µM; actives lie on both sides; in the data active = response below about 60% or above about 140%; inactive = in between;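 also: Galphao activated as the GDP aluminium fluoride complex binding bead-coupled RGS8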
# * = called active by the depositor; ? = inconclusive; [ ] = remark or other dose. Rule as the data show it, unless noted: active = inhibition above about 40%.
SMILES,Bim-Bcl-2,Bcl-B Bim block,Bcl-W Bim block,ABCB1 block,Bim-Bcl-XL,Bim-Bfl-1,RGS4-Gao reg,Bim-Mcl-1,RGS7-Gao reg,ABCG2 inh,RGS8-Gao reg
Cc1ccc(-c2cc3nc(C)cc(NCc4ccco4)n3n2)cc1,-1,1,0,0.7,-1,-1,98,3,99,2,97
O=C(NC(=S)NCCc1ccccn1)c1ccco1,-5,-7,-2,0.4,-4,-9,102,0,?,5,101
Cc1cc(C(N)=O)c2ccccc2n1,0,1,-2,0.0,0,-1,96,0,93,1,97
O=C(CCCc1cccs1)Nc1ccc2c(c1)OCO2,4,-6,1,0.1,0,-3,102,0,101,0,101
COc1ccc(CCN2CC3=C(C2=O)C(c2ccccc2)NC(=O)N3C)cc1OC (stereo not drawn),-2,0,-1,0.4,0,-1,108,1,100,2,102
CCOC(=O)C1CCCN(C(=O)CSc2ccc(NC(C)=O)cc2)C1 (stereo not drawn),-3,0,-1,0.0,0,-8,102,1,106,0,102
CC(=O)Nc1ccc(S(=O)(=O)Oc2cccc(/C=N/N=C3/NC(=O)C(CC(=O)O)S3)c2)cc1 (stereo not drawn),-1,0,3,0.9,0,-6,101,2,?,1,101
CCC(C)NC(=O)Nc1ccccc1F (stereo not drawn),-10,-9,-5,0.3,-8,-16,98,-7,101,3,99
O=C(/C=C/c1ccccc1)NC(NC(=S)Nc1ccc(C(=O)O)cc1)C(Cl)(Cl)Cl (stereo not drawn),1,-6,0,-1.4,0,4,96,1,95,-11,96
Cc1ccc(N2CC(C(=O)N3CCc4ccccc4C3)CC2=O)cc1 (stereo not drawn),-13,-8,-1,1.8,-6,-9,102,-2,99,0,108
Cc1ccc(C(=O)COC(=O)CCCC(=O)NC2CCCCC2)cc1[N+](=O)[O-],-1,-7,-1,1.3,-4,7,96,-4,99,30,103
O=C(Cn1c(=O)oc2ccccc21)NCCc1ccccc1Cl,-1,2,0,0.5,2,1,99,-1,?,2,99
COc1ccc(C(CNC(=O)c2ccc(S(=O)(=O)N(C)C)cc2)N2CCCCC2)cc1 (stereo not drawn),-1,-2,-1,0.1,-3,-3,101,-2,?,-1,102
O=C(c1c(Cl)nc2sccn12)N(C(=O)c1c(Cl)nc2sccn12)c1ccc(Cl)cn1,-10,-12,-2,4.6,-4,-14,107,3,106,2,106
O=C(CNC(=O)c1ccco1)OCc1cccc(Cl)c1,-7,-6,1,0.0,-4,-11,100,0,96,3,100
Cc1ccc2c(C(=O)CN3CCN(c4ccccc4)CC3)c(C)[nH]c2c1,-4,-4,0,0.8,0,-13,97,1,99,5,99
C=C(C)Cn1c(N(CCO)Cc2ccccc2)nc2c1c(=O)[nH]c(=O)n2C,0,-3,0,0.1,-4,-4,101,1,102,1,102
CC1CCc2c(c3ccccc3[nH]c2=O)O1 (stereo not drawn),-7,-4,0,-0.2,-4,-11,139,0,119,1,108
Cc1cc(=O)n2nc(N3CCCC(C(=O)N4CCN(c5ccccc5)CC4)C3)sc2n1 (stereo not drawn),0,-4,-2,0.5,0,1,99,-2,102,2,102
CCN1C(=O)CC2(C[N+]3(C)CCC2CC3)C1=O (stereo not drawn),-1,-1,-5,1.4,-6,-1,94,-3,96,21,101
Cc1ccc(N(C(C)C(=O)Nc2ccc(S(=O)(=O)N3CCOCC3)cc2)S(C)(=O)=O)cc1 (stereo not drawn),-6,0,-3,1.8,-2,-7,98,0,98,6,97
O=C(O)c1cccc(NS(=O)(=O)/C=C/c2ccccc2)c1,-5,-4,1,0.1,-10,-8,109,1,109,0,112
CCOC(=O)N1CCC(N2CCN(S(=O)(=O)c3ccc(Cl)cc3)CC2)CC1,-5,0,8,0.8,0,-11,99,2,97,3,102
Cc1ccc(CS(=O)(=O)CCC(=O)NCCN2CCCCC2C)cc1 (stereo not drawn),2,3,6,0.2,8,5,112,-1,101,1,121
CCN(CC)S(=O)(=O)c1cccc(-c2nn(-c3ccccc3)cc2/C=C(\C#N)C(=O)NCc2ccco2)c1,-6,-5,-4,0.2,-6,-2,99,-2,101,-4,99
CCOc1ccc(NC(=O)c2cccnc2SC)cc1,-1,-2,0,0.4,-2,-4,101,0,104,3,103
Cc1c(C(=O)O)oc2ccc(S(=O)(=O)N3CC(C)CC(C)C3)cc12 (stereo not drawn),0,0,0,0.6,3,0,100,0,102,2,103
Cc1cc(C(C)(C)C)cc(S(=O)(=O)Nc2ccc(O)c(C(=O)O)c2)c1C,-7,-5,1,0.0,-2,-12,102,1,102,0,99
Cc1ccccc1NC(=O)c1ccc(Cl)c(NC(=O)c2cccnc2)c1,-1,-1,2,0.4,4,-8,103,1,102,2,106
COC(=O)C(C)NC(=O)COc1ccc2ccccc2c1 (stereo not drawn),1,0,-1,0.2,-4,2,95,-4,?,6,98
CCC(C)N(C(=O)COC(=O)CCc1c[nH]c2ccccc12)C1CCS(=O)(=O)C1 (stereo not drawn),-4,-5,-4,-0.3,-7,-10,101,-8,104,-1,100
CCO[C@@H]1OC(C(=O)N2CCN(C)CC2)=C[C@H](c2ccc(C(F)(F)F)cc2)[C@H]1CCCO,-5,-5,-2,0.4,-1,-8,98,0,94,2,99
O=C(CSc1nnc(CNC(=O)c2cccs2)o1)c1ccc(Cl)cc1,-5,-3,3,0.4,3,-9,102,3,97,1,102
Cc1ccc(Nc2nc3ccccc3s2)c(C)c1,-2,-7,-4,0.4,-5,-12,97,0,99,3,101
O=c1c(C(c2ccc(O)cc2)c2c(O)nc3n(c2=O)CCS3)c(O)nc2n1CCS2,4,3,2,-0.3,-2,0,81,0,76,-1,82
Cc1nc2ccc(NC(=O)CCS(=O)(=O)c3ccc(Cl)cc3)cc2s1,-2,-7,-5,1.3,-9,-2,99,-3,99,6,94
Cc1cnc(-c2nnc(N(C)C(=O)C3CCCO3)s2)cn1 (stereo not drawn),0,2,2,0.1,0,0,56,-3,57,1,69
Cc1ccc(N(CCC(=O)Nc2nnc(C3CC3)s2)S(=O)(=O)c2ccccc2)cc1,-3,-2,-5,7.9,-3,-3,94,-2,99,10,97
CCOc1ccc(OCC)c(S(=O)(=O)NC2CC(C)(C)NC(C)(C)C2)c1,2,0,1,-0.2,-3,-6,101,2,100,1,100
CCCNC(=O)c1ccccc1NS(=O)(=O)c1ccc(OC)c(OC)c1,2,-3,1,3.7,3,1,98,17,101,19,100
N#CC1=C(SCC(N)=O)NC(=O)CC1c1ccccc1Cl (stereo not drawn),-6,-3,-3,0.5,0,-12,97,1,97,2,101
Cc1nc2ccccn2c1C(=O)CSc1cccc(Cl)c1,-5,-5,-4,1.5,-2,-9,100,-4,?,6,101
CN1/C(=C\C(=S)Nc2ccccc2)C(C)(C)c2ccccc21,-2,-3,-3,0.9,-2,0,100,-1,?,16,99
NC(=O)N/N=C/c1ccc(OCc2cccc(Cl)c2)cc1,-1,-2,-2,0.2,-2,-3,104,0,?,14,102
Cc1nn(C(C)C(=O)Nc2ccc3c(c2)OCO3)c(C)c1[N+](=O)[O-] (stereo not drawn),-1,0,0,0.1,2,2,100,-1,109,1,102
Cc1ccc(S(=O)(=O)Nc2c(C)nc3nc[nH]n3c2=O)c(C)c1,-5,-4,-3,-0.1,-4,-6,93,-3,92,0,94
Cc1ccccc1OCCn1cnc2cc([N+](=O)[O-])ccc2c1=O,-1,0,3,0.8,2,-4,96,2,71,2,96
Cc1nc2ccccc2c(=O)n1/N=C/c1ccc(O)cc1O,-1,-7,-3,0.2,-3,-7,98,-4,?,10,99
CCC(=O)Nc1ccccc1C(=O)N1CCN(Cc2ccccc2)CC1,-8,-10,-5,0.9,-7,-13,100,-10,100,1,99
CC1CCCCC1NC(=O)C(=O)NCC1CCCO1 (stereo not drawn),26,-2,-1,1.0,7,0,82,1,100,2,94
CCCNC1=C(N(C(C)=O)c2cccc(F)c2)C(=O)c2ccccc2C1=O,-8,-5,-4,1.3,-8,-10,100,-7,98,8,102
CC(/C=N/NC(=O)Cc1cccn1C)=C\c1ccccc1,-1,-2,0,2.0,-3,-1,93,-1,94,10,84
O=C(CCCN1C(=O)CSc2ncccc21)N1CCN(Cc2ccccc2)CC1,-2,-2,0,0.3,0,-11,99,0,99,1,97
CCc1ccc(-c2cc(C(=O)NCc3ccccn3)c3ccccc3n2)cc1,-5,-8,-3,11,-7,-3,99,-3,100,19,120
Nc1nnc(-c2ccccc2[N+](=O)[O-])o1,-5,-13,-4,-0.1,-7,-4,101,-49,100,1,100
COc1cc(CN2CCN(c3ccccc3F)CC2)c([N+](=O)[O-])cc1OC,-3,-14,3,0.6,-4,0,93,0,95,9,98
CCOC(=O)c1ccccc1N/C=C/C(=O)c1cccs1,-3,-10,-3,0.3,-5,-9,104,13,98,1,101
Cn1c(NCc2cc(Br)ccc2O)nc2ccccc21,4,2,-7,0.3,-3,4,119,-7,116,2,141*[activator]
CCCNS(=O)(=O)c1ccc(NC(=O)c2ccccn2)cc1,1,0,15,0.6,2,-1,100,25,102,13,98
Cc1nc(N2CCCC2)c2ccsc2n1,-5,-7,6,0.4,-3,-12,94,0,97,2,97
CCc1nnc(SCC(=O)NC2CCCC2)nc1CC,0,-2,-1,0.5,-6,-9,105,1,100,3,102
CC(C)CC(=O)NCc1ccc(F)cc1,-1,-1,-1,0.3,-1,-1,97,0,105,1,103
CCOC(=O)c1sc(/N=C/N(C)C)nc1C,1,-1,0,0.5,-1,-1,100,0,104,4,104

# Record cards, as listed above:
# NC(=O)N/N=C/c1ccc(OCc2cccc(Cl)c2)cc1 in the list: Bim-Bcl-2 = -1; Bcl-B Bim block = -2; Bcl-W Bim block = -2; ABCB1 block = 0.2; Bim-Bcl-XL = -2; Bim-Bfl-1 = -3; RGS4-Gao reg = 104; Bim-Mcl-1 = 0; RGS7-Gao reg = ?; ABCG2 inh = 14; RGS8-Gao reg = 102
# CCCNC1=C(N(C(C)=O)c2cccc(F)c2)C(=O)c2ccccc2C1=O in the list: Bim-Bcl-2 = -8; Bcl-B Bim block = -5; Bcl-W Bim block = -4; ABCB1 block = 1.3; Bim-Bcl-XL = -8; Bim-Bfl-1 = -10; RGS4-Gao reg = 100; Bim-Mcl-1 = -7; RGS7-Gao reg = 98; ABCG2 inh = 8; RGS8-Gao reg = 102

# Screens from PubChem BioAssay.
